# Screens as filed in PubChem BioAssay.
# D2 antagonist: HTS Assay for Allosteric Antagonists of the Human D2 Dopamine Receptor: Primary Screen for Antagonists; D(2) dopamine receptor (Homo sapiens), P14416; HEK293 TREx D2 cells, calcium flux, dopamine EC80; inhibition, % at 10 µM; 340,000 compounds, 2% hits; AID 485344, 2010; in the data active means inhibition above about 30%; further: 0% is about no effect
#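 Tetracycline-induced HEK293 TREx cells expressing D2 receptor forced-coupled to calcium signalling, loaded with no-wash calcium dye. Compounds added and calcium flux read 180 s, then dopamine added at EC80 and read a further 180 s.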
# RGS4 inhibitor: Inhibitors of Regulator of G Protein Signaling (RGS) 4: qHTS. Potency, µM (titrated, usually from 114 µM), for inactives: top-dose activity change, negative = inhibition, actives largely listed as inhibitors. Transcreener GDP fluorescence polarization, RGS4-accelerated GTP hydrolysis. 390,000 compounds, 0.039% hits. Regulator of G-protein signaling 4 (Homo sapiens), P49798; further: potency means the concentration at half of the fitted maximal effect; on the % scale 0 is the no-effect control and ±100 the full control effect; nearly all actives have a fitted effect of over 75% in size; some results filed as inactive show a strong effect at the top dose
# Target sequence (P49798 whole entry, looked up): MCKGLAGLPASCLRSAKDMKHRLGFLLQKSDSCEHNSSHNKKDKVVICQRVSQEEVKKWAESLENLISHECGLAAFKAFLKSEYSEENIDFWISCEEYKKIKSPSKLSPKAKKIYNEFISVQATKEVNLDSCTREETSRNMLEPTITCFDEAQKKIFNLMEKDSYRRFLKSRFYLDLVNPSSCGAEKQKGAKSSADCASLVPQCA
#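 MLSMR compounds (23 nl, pin-transferred) preincubated 10 min at room temperature with a 500nM (2x) first reagent, then RGS4 at 900nM (2x) plus Transcreener GDP mix added; fluorescence polarization (620/688 nm) read before and after 90 min at 30 °C.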
# GRP78 ERSR act: qHTS for Inducers of the Endoplasmic Reticulum Stress Response (ERSR) in Human Glioma: qHTS; U87-MG GRP78 promoter luciferase reporter, 16 h; Potency, µM, for the others: at the top dose activation, hits mostly activators; 420,000 compounds, 0.02% hits; AID 602332, 2012; further: potency means the concentration at half of the fitted maximal effect; series mostly up to about 76 µM; % of control where 0% means no effect; nearly all actives have a fitted effect of over 35% in size
#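 ERSR induction read as luciferase luminescence (Bright-Glo, 10 min at room temperature) in stably transfected human U87-MG glioma cells exposed to compounds for 16 h, using GRP78 as sensor.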
# Vif-A3G inh: qHTS for Inhibitors of Vif-A3G Interactions: qHTS | DNA dC->dU-editing enzyme APOBEC-3G (Homo sapiens), Q9HC16 | HeLa A3G-eYFP + Vif (tagged APOBEC3G with the HIV-1 protein that degrades it), YFP fluorescence, overnight | Potency, µM (titrated, usually from 46.1 µM), inactives show at the highest dose activity, negative = active, most hits filed as inhibitors | 410,000 compounds, 0.076% hits | AID 602310, 2012;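 further: potency means the concentration at half of the fitted maximal effect; on the % scale 0 is the no-effect control and ±100 the full control effect; nearly all actives have a fitted effect of over 60% in size; hits raise eYFP signal because A3G escapes Vif-driven loss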
#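 HeLa cells stably expressing Vif and C-terminally eYFP-tagged A3G, seeded overnight at 37 deg C, then exposed to compound by pintool overnight at 37 deg C. Rise in yellow fluorescence (Ex 488/Em 500-530, Acumen) marks blocked Vif-driven A3G degradation.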
# LDHA inh: qHTS assay for inhibitors of human lactate dehydrogenase. L-lactate dehydrogenase A chain (Homo sapiens), P00338. 480,000 compounds, 0.15% hits. purified LDHA, NADH/diaphorase-resazurin fluorescence; active compounds read low. AID 1347041, 2019. activity change, % (values are at about 110 or 230 µM); in the data active means activity change below about -30%; inconclusive means mostly about -25% to -30%;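 further: plate controls were DMSO wells for no effect and wells without enzyme for full effect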
#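 Human LDH5 at 2 nM final in Tris HCl pH 7.4 with 0.06 mM NADH and 0.2 mM pyruvate, reacted 5 minutes at room temperature. Remaining NADH coupled via diaphorase/resazurin; resorufin fluorescence read at 0 and 20 minutes, normalized to enzyme-free and DMSO wells.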
# 12-LOX inh: Primary qHTS assay for inhibitors of human arachidonate 12S-lipoxygenase (ALOX12): Round 2; Polyunsaturated fatty acid lipoxygenase ALOX12 (Homo sapiens), P18054; purified 12hLO, xylenol orange hydroperoxide absorbance; Potency, µM (series often up to 108 µM), for the others: at the top dose activity change, negative = inhibition, hits mostly inhibitors; 580,000 compounds, 1.1% hits; AID 1671190, 2021; further: potency means the concentration at half of the fitted maximal effect; on the % scale 0 is the no-effect control and ±100 the full control effect
# Target sequence (P18054 whole entry, looked up): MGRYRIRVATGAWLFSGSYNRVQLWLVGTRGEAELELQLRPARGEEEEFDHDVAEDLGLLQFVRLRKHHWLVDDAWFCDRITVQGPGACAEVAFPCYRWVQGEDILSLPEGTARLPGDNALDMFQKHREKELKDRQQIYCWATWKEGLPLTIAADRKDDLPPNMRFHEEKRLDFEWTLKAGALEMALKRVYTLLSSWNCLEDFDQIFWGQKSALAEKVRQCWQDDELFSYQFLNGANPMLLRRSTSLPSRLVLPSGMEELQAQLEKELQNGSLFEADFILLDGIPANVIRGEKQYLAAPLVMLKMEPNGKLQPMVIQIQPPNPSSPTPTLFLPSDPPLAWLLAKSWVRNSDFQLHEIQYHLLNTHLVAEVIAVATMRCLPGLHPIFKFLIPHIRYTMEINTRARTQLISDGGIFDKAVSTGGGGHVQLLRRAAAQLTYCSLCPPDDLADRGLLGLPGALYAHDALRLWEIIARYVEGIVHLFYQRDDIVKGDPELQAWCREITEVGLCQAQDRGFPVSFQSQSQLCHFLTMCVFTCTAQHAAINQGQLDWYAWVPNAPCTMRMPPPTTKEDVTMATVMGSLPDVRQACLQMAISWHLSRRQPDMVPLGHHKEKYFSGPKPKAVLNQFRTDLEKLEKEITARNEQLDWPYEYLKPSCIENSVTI
#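 Purified human 12hLO at 150 nM in 25 mM Hepes, 0.01% Triton X-100, pH 7.0, preincubated 15 min at room temperature with compound. Reaction started with 40 uM arachidonic acid, 30 min at room temperature. Hydroperoxide measured by Fe-xylenol orange, 573/405 nm absorbance ratio.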
# D2 agonist: HTS Assay for Allosteric Agonists of the Human D2 Dopamine Receptor: Primary Screen for Agonists. HEK293 T-REx D2 cells, calcium flux agonist mode. activation, % at 2 µM. 340,000 compounds, 0.53% hits;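 active means activation over 3 SD above normal in the single-dose calcium agonist read, cut at about 30% in these data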; further: 0% is about no effect
#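 Agonism scored from kinetic calcium signal (1 read/sec, 180 s) following compound pin transfer, after a 10 s baseline. Cells: HEK293 Trex line expressing inducible D2 receptor coupled to calcium, dye-loaded after overnight culture at 30 C.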
# Vif-APOBEC3F blk: qHTS for Inhibitors of Vif-A3F Interactions: qHTS. HeLa A3F-eYFP + Vif (tagged APOBEC3F with the HIV-1 protein that degrades it), YFP fluorescence increase. Potency, µM (series often up to 46.1 µM), without a hit: at the top dose activity, negative = active. 390,000 compounds, 0.2% hits. AID 602313, 2012; further: potency means the concentration at half of the fitted maximal effect; % of control where 0% means no effect; nearly all actives have a fitted effect of over 65% in size
#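 Fluorescence increase (Ex 488/Em 500-530) after overnight compound treatment at 37 deg C flags inhibition of Vif-driven A3F-eYFP loss in stable HeLa A3F-eYFP/Vif cells seeded overnight beforehand.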
# ERG-DNA inh: qHTS for Small Molecule Inhibitors of the ERG Ets/DNA interaction; Transcriptional regulator ERG (Homo sapiens), P11308; fluorescence polarization, His-ERG Ets domain / labelled DNA; Potency, µM (highest dose often 76.9 µM), inactives show at the top dose FP activity, negative = inhibition, most hits filed as inhibitors; 370,000 compounds, 0.028% hits; active means well fitted inhibition curve with a large enough effect in the polarisation, with a control signal flat; inconclusive means small, poorly fitted or top-dose-only effect, or effect the other way, or a change in a side signal; inactive means no such curve, though single readings can be large or run the other way; the % refers to the polarisation;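 further: polarization taken with two DNA probes labelled with fluorescein and Texas red; potency means the concentration at half of the fitted maximal effect; % of control where 0% means no effect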
#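 His-tagged ERG Ets domain (1 uM in the protein solution; 300mM KCl, 50mM Tris-HCl, 1mM EDTA, 1mM DTT, pH 7.5) received compound, then a probe mix of 5 nM fluorescein-DNA and 100nM Texas-615-DNA. Fluorescence polarization was read for both dyes.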
# Active calls of the source: *; u = inconclusive; x = not tested or not shown; & = joins results of further samples; [ ] = dose if it differs, or a comment. Unless noted, the call rests on the fitted dose curve; in most records, active means well fitted curve in the direction sought with a large enough effect; inconclusive means small, poorly fitted or top-dose-only effect, or another doubt; inactive means no such curve, though single readings can be large; an effect the other way counts as inactive or inconclusive.
# Sample of the layout (7 entries):
nr	smiles	D2 antagonist	RGS4 inhibitor	GRP78 ERSR act	Vif-A3G inh	LDHA inh	12-LOX inh	D2 agonist	Vif-APOBEC3F blk	ERG-DNA inh
1	O=C(CCn1cnc2ccccc21)N/N=C/c1ccccc1O	-5	-7%[11.4 µM]	-3%	-7%	-2	0%	0.7	1%	9%
2	CCN(CC)S(=O)(=O)c1ccc2c(c1)CC(C(=O)N1CCCC1)N2C(C)=O (configuration not stated)	0	-6%	-3%	-1%	-2	20%	0.9	-5%	4%
3	CC1(C(=O)NS(=O)(=O)c2ccccc2Cl)CCN1C(=O)CC(c1ccccc1)c1ccccc1 (configuration not stated)	x	x	-3%	-1%	-10	-11%	x	x	x
4	Cc1cc2oc(=O)cc(CN3CCN(Cc4ccc5c(c4)OCO5)CC3)c2cc1C	-6	38%	-4%	2%	-2	u	28	2%	-1%
5	Cn1c(=O)[nH]c(=O)c2c1nc(NCc1ccco1)n2CCCc1ccccc1	-15	-42%	1%	-5%	-3&-7	398%&0%[activator]	-0.1	-7%	1%
6	Cc1ccc(N2C(=O)CC(N3CCSCC3)C2=O)c(C)c1 (configuration not stated)	-5	33%	-6%	0%	-8	36%[activator]	0.3	12%	3%
7	Cc1ccc(NC(=O)CSCC(=O)NC2CCCCC2)cc1	4	-34%	-2%	3%	-1	2%	0.7	-11%	-18%

# This part in full, from the first entry:
nr	smiles	D2 antagonist	RGS4 inhibitor	GRP78 ERSR act	Vif-A3G inh	LDHA inh	12-LOX inh	D2 agonist	Vif-APOBEC3F blk	ERG-DNA inh
1	O=C(CCn1cnc2ccccc21)N/N=C/c1ccccc1O	-5	-7%[11.4 µM]	-3%	-7%	-2	0%	0.7	1%	9%
2	CCN(CC)S(=O)(=O)c1ccc2c(c1)CC(C(=O)N1CCCC1)N2C(C)=O (configuration not stated)	0	-6%	-3%	-1%	-2	20%	0.9	-5%	4%
3	CC1(C(=O)NS(=O)(=O)c2ccccc2Cl)CCN1C(=O)CC(c1ccccc1)c1ccccc1 (configuration not stated)	x	x	-3%	-1%	-10	-11%	x	x	x
4	Cc1cc2oc(=O)cc(CN3CCN(Cc4ccc5c(c4)OCO5)CC3)c2cc1C	-6	38%	-4%	2%	-2	u	28	2%	-1%
5	Cn1c(=O)[nH]c(=O)c2c1nc(NCc1ccco1)n2CCCc1ccccc1	-15	-42%	1%	-5%	-3&-7	398%&0%[activator]	-0.1	-7%	1%
6	Cc1ccc(N2C(=O)CC(N3CCSCC3)C2=O)c(C)c1 (configuration not stated)	-5	33%	-6%	0%	-8	36%[activator]	0.3	12%	3%
7	Cc1ccc(NC(=O)CSCC(=O)NC2CCCCC2)cc1	4	-34%	-2%	3%	-1	2%	0.7	-11%	-18%
8	Cc1ccc(-c2noc(CSc3nnnn3C3CCCCC3)n2)cc1	13	7%	4%	1%	0	-14%	1.0	2%	-3%
9	CCc1ccc(CCC(=O)Nc2ccc(C(C)=O)cc2)o1	-15	33%	7%	0%	4	u	0.4	-3%	-4%
10	CN(C)CCCN1C(=O)C2CCc3[nH]c4ccccc4c3C2C1=O (configuration not stated)	-1	12%	0%	-5%	0	-4%	1.2	1%	-8%
11	CN(CCC1CCOCC1)C(=O)C1CCC(=O)N(CCc2ccc(Cl)cc2)C1 (configuration not stated)	-11	-21%	0%	1%	0	u	0.1	-3%	1%
12	COc1ccc(-c2noc(CN(C)Cc3ccc(C)o3)n2)cc1	4	-19%[56.9 µM]	3%	9%	2	-5%	0.9	6%	-7%
13	C[C@H]1O[C@@H](n2cc(F)c(=O)[nH]c2=O)[C@H](O)[C@@H]1O	8	0%	-1%&-4%	2%	-4	-1%	-1.0	5%	-6%
14	O=c1[nH]c2ccc(NCc3ccccc3F)cc2[nH]1	x	25%	-3%	-4%	8	-10%	1.2	-6%	10%
15	O=S1(=O)CCOC[C@H](Cc2ccccc2)N1Cc1ccccc1	x	5%	-3%	1%	2	15%	x	3%	7%
16	COc1ccccc1N(CC(=O)Nc1ccccc1C(F)(F)F)S(=O)(=O)c1ccc(C)cc1	x	-14%	-2%	-2%	-1	-27%	-0.8	-1%	1%
17	O=C(Nc1cccs1)Nc1ccccc1Cl	-1	-11%	u	-18%	-6	u	0.2	-15%	1%
18	CCn1c(COc2ccccc2C)nnc1SCC(=O)Nc1ccc2c(c1)OCCO2	13	11%	-3%	-5%	-8	5%	-0.2	0%	-6%
19	Cc1nn(C)cc1CNC(=O)c1ccc(Br)o1	9	18%	-4%	0%	2	-6%	0.1	2%	11%
20	Cc1ccccc1Nc1c(-c2cc(Br)ccc2F)nc2ccccn12	x	0%	-4%	1%	-4	-7%	-0.2	2%	5%
21	CCOC(=O)c1c(C)[nH]c(C)c1S(=O)(=O)NCC(=O)Nc1cccc(C(F)(F)F)c1	x	6%	1%	4%	-6	-24%	x	3%	4%
22	COc1ccc(CNC(=O)CCCn2c(=O)c3cccn3c3cccnc32)cc1	x	-11%	-8%&2%	3%&0%	-1&2	u	1.5	u	-5%
23	COC(=O)CCC(=O)Nc1cc(Cl)cc(Cl)c1	-4	25%	-3%	5%	-4	-15%	-5.5	-5%	6%
24	COc1ccc(C=C(C(=O)c2ccccc2)C(=O)c2ccccc2)cc1	x	x	21%	-29%	2	5%	x	x	x
25	Fc1ccc(C2CC(c3cccs3)=NN2c2ccccc2)cc1 (configuration not stated)	10	24%	-1%	0%	-5	u	-1.0	4%	-4%
26	OCCC1CN(Cc2cccc(C(F)(F)F)c2)CCN1Cc1ccccc1 (configuration not stated)	2	-5%	-2%	-6%	4	0%	0.2	1%	-6%
27	COC(=O)c1cn(C(=O)c2ccc3c(c2)OCO3)c2ccccc12	x	x	-4%	-28%	-1	2%	x	-9%	x
28	CN1OC(Cn2cc(C#N)c(=O)n(C)c2=O)CC1c1ccccc1 (configuration not stated)	4	8%	-4%	-6%	-7	-15%	-0.5	2%	0%
29	CCc1ccc(/C=C2\Oc3ccc(C(=O)OC)cc3C2=O)cc1	13	8%	-3%	-6%	-7	-10%	0.0	2%	12%
30	CCN(C(=O)CSc1nc2ccc([N+](=O)[O-])cc2s1)c1c(N)n(Cc2ccccc2)c(=O)[nH]c1=O	x	-28%	6%	-7%	-9	14%	x	2%	8%

# Further entries.
nr	smiles	D2 antagonist	RGS4 inhibitor	GRP78 ERSR act	Vif-A3G inh	LDHA inh	12-LOX inh	D2 agonist	Vif-APOBEC3F blk	ERG-DNA inh
31	C[C@@H]1COC(=O)[C@H](CC(=O)OC(C)(C)C)C/C=C\C[C@@H](CC(=O)NCCO)C(=O)N1	x	18%	-3%	5%	-12	9%	x	4%	5%
32	COCCn1c(=NC(=O)c2ccccc2[N+](=O)[O-])sc2cc(S(C)(=O)=O)ccc21	22	12%	4%	-1%	-12	0%	0.6	0%	-2%
33	CC(C)NC(=O)N(C)C[C@H]1Oc2ccc(NC(=O)C3CC3)cc2C(=O)N([C@H](C)CO)C[C@@H]1C	x	-15%	-5%	-1%	1	0%	x	0%	7%
34	C=CCn1c(SCC(=O)Nc2cc(Cl)ccc2C(=O)O)nc2sc(C)c(C)c2c1=O	5	u	-4%	-1%	-23	-4%	-3.3	1%	1%
35	O=C(Nc1ccc(C(=O)OCc2cc(=O)n3c4c(sc3n2)CCCC4)cc1)c1cccc(F)c1	x	8%	0%	4%	-6	-37%	-1.6	-14%	1%
36	Cc1noc(C)c1NC(=O)N(C)C[C@H]1Oc2ccc(NC(=O)c3ccncc3)cc2C(=O)N([C@H](C)CO)C[C@@H]1C	x	-2%	-2%	0%	0	u	x	6%	-1%
37	COc1ccccc1CNC(=O)C1CC2Cn3c(nc4cc(Cl)c(Cl)cc43)C2N1C (configuration not stated)	x	3%	2%	0%	3	11µM*	x	-7%	13%
38	O=C(Cn1c(=O)oc2ccccc21)Nc1ccc(Br)cc1	-14	-8%	0%	-6%	-8	u	1.0	1%	1%
39	CSc1nc(=S)n(-c2ccc([N+](=O)[O-])cc2)c(C)c1C(C)=O	-7	-14%	-1%	-3%	2	-2%	-0.7	-4%	7%
40	Cc1nc(NC(=O)C2CCCCC2)sc1C	2	-23%	2%	2%	-3	0%	-1.5	-2%	-11%

# Not all compounds are listed, so the mix of outcomes need not match the whole.
